GPR7 antag: blocks human GPR7 receptor signaling; inhibition, % at 4.4 µM; P48145; GPR7-expressing cells, fluorescence antagonist assay; 1.1% of 290,000 active; in the data active means inhibition above about 16%, passing the limit was not always enough;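 further: cells stimulated with the agonist NPW; 0% = agonist with vehicle and 100% = vehicle without agonist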
NALP1 inh: NALP1 inhibition. S. cerevisiae NALP1/ASC/caspase-1 growth, X-gal OD620, 72 h. 0.61% of 280,000 active. inhibition, % at 10 µM. AID 2071; in the data active means inhibition mostly above about 24%, no sharp cut-off; inactive means mostly below about 32%; further: some compounds called inactive have numbers as strong as hits
OXTR agonist: activates the human oxytocin receptor | P30559 | CHO-OTR cells, Fluo-8 calcium fluorescence; normalized: DMSO 0%, oxytocin 100% | activation, % at 3 µM | 0.32% of 320,000 active;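 active means activation above the mean of all tested compounds plus 3 SD, cutoff set per screening run, cut at about 20% in these data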;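 further: peak over basal fluorescence ratio from a 100 s FLIPR kinetic read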
Target sequence (P30559 whole entry, looked up): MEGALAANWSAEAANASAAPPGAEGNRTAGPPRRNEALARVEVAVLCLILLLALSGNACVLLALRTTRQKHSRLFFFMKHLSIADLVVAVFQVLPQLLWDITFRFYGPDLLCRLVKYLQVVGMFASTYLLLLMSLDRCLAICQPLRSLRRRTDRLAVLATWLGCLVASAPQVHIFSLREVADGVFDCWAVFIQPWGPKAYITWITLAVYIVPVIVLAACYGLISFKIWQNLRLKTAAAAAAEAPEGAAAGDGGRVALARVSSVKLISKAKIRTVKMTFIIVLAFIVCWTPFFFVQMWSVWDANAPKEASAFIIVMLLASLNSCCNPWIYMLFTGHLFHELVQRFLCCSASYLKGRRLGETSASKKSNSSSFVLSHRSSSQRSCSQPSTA
MEKK2 mut-MEK5: signal of MEK5 binding to mutant human MEKK2 PB1 domain | AID 1530 | 0.35% of 290,000 active | bead flow cytometry, Alexa488-MEK5 binding to MEKK2 mutant | percent response, % at 10 µM; in the data active means percent response above about 24%, passing the limit was not always enough; further: inactives centre near 1; some results filed as inactive read as strong as hits; reference of the scale not given here
GalR3 antag: human GalR3 antagonism | inhibition, % at 3 µM | AID 651719 | O60755 | HEK293 GalR3-CNG cAMP membrane potential fluorescence; galR3 body fused to GalR1 C-terminus | 0.44% of 360,000 active;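 active means inhibition above the screen-wide average plus 3 SD, cut at about 13% in these data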;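 further: forskolin and galanin both at EC90 stimulate the cells; cAMP rise reported by CNG channel membrane potential dye signal; 0% = forskolin plus galanin with DMSO and 100% = forskolin alone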
PHOSPHO1 inh: blocks human PHOSPHO1 phosphatase activity; Q8TCT1; recombinant PHOSPHO1, absorbance phosphatase assay; inhibition, % at 13.3 µM; 1.1% of 290,000 active; AID 1565; in the data active means inhibition above about 60%
Target sequence (Q8TCT1 whole entry, looked up): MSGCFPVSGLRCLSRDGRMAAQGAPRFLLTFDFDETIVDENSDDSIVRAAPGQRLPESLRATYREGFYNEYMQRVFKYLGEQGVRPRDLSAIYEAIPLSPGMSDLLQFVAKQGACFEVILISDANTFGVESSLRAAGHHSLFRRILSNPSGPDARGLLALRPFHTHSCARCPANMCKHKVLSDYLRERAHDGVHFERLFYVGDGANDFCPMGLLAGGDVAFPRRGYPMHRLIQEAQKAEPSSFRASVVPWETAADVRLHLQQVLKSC
MEKK3 PB1 HTS: modulators (inhibitors or enhancers) of MEK5 binding to human MEKK3 PB1 domain. bead-based flow cytometry, Alexa488-MEK5 binding to MEKK3; actives lie on both sides; 0 = blocked by unlabeled MEK5, 100 = vehicle. Q99759. binding response (% of control), % at 10 µM. 1.4% of 290,000 active;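 active means binding response more than 3 SD above or below the average of its plate-row segment, actives on both sides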;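 further: Alexa488 bead fluorescence after subtracting the streptavidin-only scavenger bead signal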
V1aR counter: activates human V1a receptor in oxytocin agonist counter-screen | CHO-V1R cells, Fluo-8 calcium fluorescence, agonist mode; 0% DMSO, 100% 3 nM vasopressin | activation, % at 3 µM | 0.25% of 320,000 active | AID 2797;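 active means activation above the mean activation of all tested compounds plus 3 SD, per screening run, cut at about 20% in these data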;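 further: signal is peak over basal fluorescence ratio across a 100 second FLIPR read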
Target sequence (P37288 whole entry, looked up): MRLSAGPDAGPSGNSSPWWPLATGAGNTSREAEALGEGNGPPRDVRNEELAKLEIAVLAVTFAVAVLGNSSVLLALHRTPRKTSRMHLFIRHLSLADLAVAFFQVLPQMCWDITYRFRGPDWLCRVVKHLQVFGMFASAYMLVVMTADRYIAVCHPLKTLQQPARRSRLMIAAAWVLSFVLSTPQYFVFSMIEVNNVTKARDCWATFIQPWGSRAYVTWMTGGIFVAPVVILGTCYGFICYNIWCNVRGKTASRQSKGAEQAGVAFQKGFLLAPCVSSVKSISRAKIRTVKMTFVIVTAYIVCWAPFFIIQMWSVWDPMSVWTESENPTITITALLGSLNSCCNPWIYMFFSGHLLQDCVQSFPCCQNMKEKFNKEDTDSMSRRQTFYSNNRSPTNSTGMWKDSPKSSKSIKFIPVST
MEKK2 WT-MEK5: raises or lowers MEK5 binding to wildtype human MEKK2 PB1 domain | bead flow cytometry, Alexa488-MEK5 binding to MEKK2 WT; actives lie on both sides | binding response (% of control), % at 10 µM | 1.1% of 290,000 active | AID 1531; in the data active means binding response below about 67% or above about 130%
Active calls of the source: *; / = not tested or not shown.

SMILES	GPR7 antag	NALP1 inh	OXTR agonist	MEKK2 mut-MEK5	GalR3 antag	PHOSPHO1 inh	MEKK3 PB1 HTS	V1aR counter	MEKK2 WT-MEK5
Cc1nn(C)c(Oc2ccccc2)c1CCNS(=O)(=O)c1ccc(F)cc1	-8	38	3.1	1	-6	36	100	4.0	99
O=C(COc1nncc2ccccc12)Nc1c(F)c(F)c(F)c(F)c1F	-1	2	1.2	-1	1	27	101	1.6	95
CC1=CC(c2ccc(Cl)cc2)n2nc(NC(=O)CCC(=O)O)nc2N1 (configuration not stated)	-13	/	-0.3	1	-2	-6	95	1.3	82
COc1ccc(-c2nnc(SCC(=O)N(C)C3CCS(=O)(=O)C3)n2N)cc1OC (configuration not stated)	-5	-13	0.3	-5	5	57	103	-0.2	95
O=C1c2ccccc2NC2CCCCC12 (configuration not stated)	-15	-4	1.0	-5	2	-4	83	0.3	86
Cc1cc(C)c(NC(=O)COC(=O)CSc2ccc(Br)cc2C)c(C)c1	-14	30	-0.7	-1	-2	-10	101	-0.3	98
O=C(NCCC1=CCCCC1)c1ccc(Br)o1	-12	1	-2.1	1	-2	-7	104	-0.9	108
NC(=O)COc1ccc(-c2noc(COc3ccccc3[N+](=O)[O-])n2)cc1	-1	7	1.6	1	-8	12	132*	0.4	119
CCOc1ccccc1CNC(=O)C1CCCN(c2nn3c(=O)cc(C)nc3s2)C1 (configuration not stated)	-18	6	-0.9	3	2	51	98	-0.9	100
NC(=O)CN1C(=O)C(O)(CC(=O)/C=C\C=C\c2ccccc2)c2ccccc21 (configuration not stated)	9	8	-0.4	-2	0	-16	107	3.2	108
Cc1cccc(NC(=O)c2cc(-c3cc(C)cc(C)c3O)n[nH]2)c1	0	11	5.0	7	-9	16	100	5.3	114
O=c1[nH]cnc2c1C(c1ccccc1[N+](=O)[O-])c1c(nc[nH]c1=O)O2	3	12	0.3	-5	-5	0	99	0.3	95
CCC(Oc1ccccc1C)C(=O)Nc1ccc(S(=O)(=O)Nc2cc(C)on2)cc1 (configuration not stated)	-11	0	-0.5	0	0	18	97	0.0	98
O=C1c2ccccc2-c2nnc(-c3ccccc3)cc21	0	-2	-2.7	-4	-2	-5	91	-1.6	99
CC1(C)CC(NCc2cccc([N+](=O)[O-])c2)CC(C)(C)N1	-10	6	0.9	6	-5	15	106	0.9	107
CC1CCc2c(nc3ncnn3c2NCCN(C)C)C1 (configuration not stated)	-5	10	-0.2	2	-2	-5	102	0.8	101
COC(=O)c1sccc1NC(=S)N1CC(C)CC(C)C1 (configuration not stated)	-7	10	-2.5	-4	0	1	103	-1.5	97
Cn1c(N)c(C(=O)COC(=O)c2cc(C(F)(F)F)nc3ccccc23)c(=O)n(C)c1=O	-3	18	1.1	-3	-3	4	103	0.1	98
O=C(Oc1cccnc1)c1cc2ccccc2oc1=O	-14	12	0.8	4	6	23	107	0.9	109
CC(=O)Nc1ccc(C(=O)CSc2nccc(=O)[nH]2)cc1	12	11	-0.3	-28	-3	-18	83	0.0	72
O=C(O)c1cc(-c2cc3ccccc3o2)nn1-c1ccccc1	-10	7	0.5	-9	-5	-12	93	0.2	83
COc1ccc(N2C(=O)C3CCCN3C2c2cc(OC)c(OC)cc2OC)cc1 (configuration not stated)	-12	42*	-0.1	1	5	6	101	0.3	98
N/C(Cc1ccc(Cl)cc1)=N\OC(=O)c1ccc2ccccc2c1	4	2	0.7	4	-4	-1	108	1.7	107
Cc1ccc(S(=O)(=O)NC2CCOC(C)(C)C2)cc1 (configuration not stated)	-1	6	0.4	12	2	24	111	0.2	114
CCCc1nc(NC(C)=O)c(C#N)c(-c2ccco2)c1CC	-10	16	-0.9	9	-6	10	106	-0.3	109
(further entries)
SMILES	GPR7 antag	NALP1 inh	OXTR agonist	MEKK2 mut-MEK5	GalR3 antag	PHOSPHO1 inh	MEKK3 PB1 HTS	V1aR counter	MEKK2 WT-MEK5
CCOc1ccc(NC(=O)c2nsc(Cl)c2Cl)cc1	-5	-4	-2.2	-7	5	41	103	-0.5	96
CCOC(=O)C1CCN(S(=O)(=O)c2ccc3c(c2)CC(=O)N3C)CC1	-8	22	0.4	-6	-8	-107	99	0.7	93
O=C(c1ccc2nc(N3CCCCC3)sc2c1)N1CCN(Cc2ccc3c(c2)OCO3)CC1	9	34	-0.8	-3	-3	-22	108	1.2	107
Cc1cc(-c2nnc(CCC(=O)NCc3ccc(OC(F)(F)F)cc3)o2)no1	-20	4	-1.0	0	3	12	94	0.0	96
O=C(CCc1nc2cccnc2n1Cc1ccccc1)NCCc1ccc(Cl)cc1	10	-5	-1.4	-1	-9	18	96	-0.5	90
CC(=O)N1CCOc2ccc(S(=O)(=O)N3CCC(C(=O)NCc4ccc(C)cc4)CC3)cc21	-2	18	0.1	-3	-1	51	101	-1.0	94
COc1ccc(NC(=O)CCCc2ccc(OC)c(C)c2)cc1	21	31	-1.4	-10	-9	-40	91	0.0	94
CC(C)COc1ccc(/C=C2/Sc3ccccc3C2=O)cc1	7	-2	-0.1	8	-5	28	106	1.3	104
O=[N+]([O-])c1cccc(-c2nc(N3CCOCC3)c3ccccc3n2)c1	-4	28	/	-7	/	35	68	/	78
Cc1nn(-c2ccccc2)c(Cl)c1CN(C(=O)CCl)c1ccc(Cl)cc1	95*	-16	-2.0	3	-10	-17	145*	-0.6	112
Cc1ccccc1-n1c(C)n[nH]c1=S	-4	-5	1.1	0	-4	-102	102	0.1	99
O=C(O)C1CCCCC1C(=O)Nc1ccccc1Cl (configuration not stated)	-13	-1	-1.1	-5	-3	42	100	0.6	96
N#C/C(=C\c1ccc[nH]1)C(=O)Nc1ccccc1F	-12	0	/	-3	-2	42	100	/	99
Cc1cccc(-n2c(SCC(=O)Nc3ccc4c(c3)OCO4)nnc2-c2ccoc2C)c1	2	7	-0.8	1	-5	33	98	-0.1	97
COc1ccc(CN(C)C(=O)c2ccc(NS(=O)(=O)c3ccc(F)cc3)cc2)c(OC)c1OC	-18	17	0.7	6	-2	41	103	2.6	107
CCN(c1ccc(OC)cc1)S(=O)(=O)c1nnc(NC(=O)C2CCCCC2)s1	-8	-3	-0.5	2	-2	-4	98	-0.2	95
COc1ccc(N2CCN(C(=O)CC34CC5CC(CC(C5)C3)C4)CC2)c([N+](=O)[O-])c1	0	22	-1.8	-1	8	-19	127	0.6	104
CN(c1ccc(O)cc1)c1nc(-c2ccccc2)cs1	-9	19	1.4	1	-10	12	102	0.5	102
CCOc1ccc(CN2CCN(Cc3[nH]c4ccccc4c3C)CC2CCO)cc1 (configuration not stated)	13	-11	10	0	-5	8	98	4.4	107
CCn1c(=O)cc(OCC(=O)NCCC(C)C)c2ccccc21	1	-4	-0.7	-1	4	6	96	0.2	96
COC(=O)c1sc2nc(CN3CCN(c4ccc(OC)cc4)CC3)[nH]c(=O)c2c1C	-5	22	0.7	-3	-6	-8	93	0.3	87
COc1ccccc1C(=O)N(CCN(C)C)c1nc2cc(C)cc(C)c2s1	-2	8	6.2	10	-8	-8	101	3.2	119
CCOC(=O)NC(=O)CSc1ccccn1	-20	-2	-0.7	-3	-3	11	99	0.7	98
Cc1nc(-c2ccccc2)c(-c2ccccc2)[nH]1	-6	1	2.0	16	-2	-11	89	0.6	96
Cc1c(NC(=O)COC(=O)CSc2ccc(C(N)=O)cc2[N+](=O)[O-])c(=O)n(-c2ccccc2)n1C	7	24	0.4	3	-4	27	99	0.4	106

Given in markdown: part of the list above.
| SMILES | GPR7 antag | NALP1 inh | OXTR agonist | MEKK2 mut-MEK5 | GalR3 antag | PHOSPHO1 inh | MEKK3 PB1 HTS | V1aR counter | MEKK2 WT-MEK5 |
| --- | --- | --- | --- | --- | --- | --- | --- | --- | --- |
| Cc1cc(-c2nnc(CCC(=O)NCc3ccc(OC(F)(F)F)cc3)o2)no1 | -20 | 4 | -1.0 | 0 | 3 | 12 | 94 | 0.0 | 96 |
| O=C(CCc1nc2cccnc2n1Cc1ccccc1)NCCc1ccc(Cl)cc1 | 10 | -5 | -1.4 | -1 | -9 | 18 | 96 | -0.5 | 90 |
| CC(=O)N1CCOc2ccc(S(=O)(=O)N3CCC(C(=O)NCc4ccc(C)cc4)CC3)cc21 | -2 | 18 | 0.1 | -3 | -1 | 51 | 101 | -1.0 | 94 |
| COc1ccc(NC(=O)CCCc2ccc(OC)c(C)c2)cc1 | 21 | 31 | -1.4 | -10 | -9 | -40 | 91 | 0.0 | 94 |
| CC(C)COc1ccc(/C=C2/Sc3ccccc3C2=O)cc1 | 7 | -2 | -0.1 | 8 | -5 | 28 | 106 | 1.3 | 104 |
| O=[N+]([O-])c1cccc(-c2nc(N3CCOCC3)c3ccccc3n2)c1 | -4 | 28 | / | -7 | / | 35 | 68 | / | 78 |
| Cc1nn(-c2ccccc2)c(Cl)c1CN(C(=O)CCl)c1ccc(Cl)cc1 | 95* | -16 | -2.0 | 3 | -10 | -17 | 145* | -0.6 | 112 |
| Cc1ccccc1-n1c(C)n[nH]c1=S | -4 | -5 | 1.1 | 0 | -4 | -102 | 102 | 0.1 | 99 |
| O=C(O)C1CCCCC1C(=O)Nc1ccccc1Cl (configuration not stated) | -13 | -1 | -1.1 | -5 | -3 | 42 | 100 | 0.6 | 96 |
| N#C/C(=C\c1ccc[nH]1)C(=O)Nc1ccccc1F | -12 | 0 | / | -3 | -2 | 42 | 100 | / | 99 |

New compounds follow.
SMILES	GPR7 antag	NALP1 inh	OXTR agonist	MEKK2 mut-MEK5	GalR3 antag	PHOSPHO1 inh	MEKK3 PB1 HTS	V1aR counter	MEKK2 WT-MEK5
C[C@@H](CC#N)CN1CC[C@H](C(C)(C)C)CCC1=O	-10	14	-0.2	0	-4	-2	99	-0.7	104
CCOC(=O)Cc1c(C)c2ccc(N(CC)CC)cc2oc1=O	-7	16	-2.6	/	-1	30	/	-1.0	/
Nc1nonc1-c1noc(CCCN2C(=O)c3ccccc3C2=O)n1	-4	4	0.1	-6	-3	-9	94	0.2	96
COC(=O)c1cc(=O)n2c(-c3ccccc3)csc2n1	-5	10	0.8	/	0	12	/	1.2	/
CCOC(=O)c1sc(-c2ccccc2)nc1C	-4	-14	-0.5	1	3	38	105	-0.4	99
c1ccc(-c2nnn(C34CC5CC(CC(C5)C3)C4)n2)cc1	3	8	-0.9	1	-4	36	101	-0.9	102
NC(=O)CSc1nc(-c2ccccc2)nc2ccccc12	7	18	0.6	0	-10	37	97	3.0	98
NS(=O)(=O)c1cc2c(cc1Cl)NC(Cc1ccccc1)NS2(=O)=O (configuration not stated)	-3	12	0.6	5	-13	8	106	-0.3	97
COc1ccc(/C=C/CN2CCCC(C(=O)c3cc(F)ccc3F)C2)cc1 (configuration not stated)	-8	18	-0.8	3	-3	46	99	0.8	99
COc1cc(C2CC(=O)Oc3c(C(CCN4CCN(c5ccccc5)CC4)c4ccc(N(C)C)cc4)c(OC)cc(OC)c32)cc(OC)c1OC (configuration not stated)	/	4	-0.8	6	-6	35	112	-0.4	127
Cc1coc2c1C(=O)C(=O)c1c-2ccc2c(C)cccc12	/	/	0.6	1	/	4	120	-0.1	138*
O=C(CCN1C(=O)/C(=C/c2ccc(F)cc2)SC1=S)NNC(=O)c1ccncc1	3	11	1.1	-4	-6	28	99	3.8	99
O=C(CSc1nc2c(sc3ccccc32)c(=O)n1CCO)NCc1ccco1	15	-3	-0.3	0	-6	-122	102	-0.3	101
CC12COC3(C(=O)NCCc4ccccc4)CC1CCC32C (configuration not stated)	3	33	-2.1	0	-1	-21	101	-0.7	101
CCN1CCN(C(=O)c2cc3cc(F)ccc3[nH]2)CC1	5	13	1.1	12	-9	/	105	0.1	105

An unsorted share of the library; 5.4% or so of the library scored in one or more.
